AmpC detergent: AmpC beta-lactamase inhibition with detergent present; Potency, µM (titrated, usually from 114 µM), inactives show at the highest dose activity change, negative = inhibition, most hits filed as inhibitors; AmpC hydrolysis of nitrocefin, absorbance 480 nm, 0.01% Triton; hit rate 0.041% among 370,000;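 also: potency is read from the fitted curve at half-maximal effect; 0% = no-compound wells and -100% = no-enzyme wells; nearly all actives have a fitted effect of over 25% in size; some results filed as inactive show a strong effect at the top dose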
Target sequence (P00811 whole entry, looked up): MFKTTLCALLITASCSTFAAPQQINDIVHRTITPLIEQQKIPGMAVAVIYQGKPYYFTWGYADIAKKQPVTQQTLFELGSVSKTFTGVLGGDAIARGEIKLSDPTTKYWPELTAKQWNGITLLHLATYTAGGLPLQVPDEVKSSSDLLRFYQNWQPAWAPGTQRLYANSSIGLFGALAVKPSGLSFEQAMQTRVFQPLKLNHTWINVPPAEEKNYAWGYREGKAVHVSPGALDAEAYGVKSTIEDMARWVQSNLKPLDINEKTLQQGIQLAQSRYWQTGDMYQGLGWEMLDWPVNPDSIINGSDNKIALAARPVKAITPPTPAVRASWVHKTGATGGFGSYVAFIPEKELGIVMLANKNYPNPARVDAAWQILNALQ
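AmpC (5.3 nM in the dispensed reagent) in 20 mM phosphate pH 7.0 with 0.01% (detergent screen) or 0.0001% Triton X-100 was preincubated with compounds for 15 min at room temperature. Nitrocefin was then added from an 800 uM solution, and hydrolysis was followed at 480 nm.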
AMA1-RON2 inh: inhibitors of Plasmodium falciparum AMA1-RON2 interaction; AlphaScreen AMA1-biotinylated RON2 peptide binding; Potency, µM (titrated, usually from 58.2 µM), for the others: at the highest dose activity change, negative = inhibition, most hits filed as inhibitors; hit rate 0.2% among 360,000; AID 720542;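 also: potency is read from the fitted curve at half-maximal effect; 0% = vehicle wells and -100% = peptide control; nearly all actives have a fitted effect of over 45% in size; some results filed as inactive show a strong effect at the top dose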
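AMA1 (3D7) with his tag at 25 nM final met compounds first, then biotinylated RON2 peptide at 25 nM; detection used donor plus acceptor beads, 10 µg/mL apiece, read by AlphaScreen after 30 min at room temperature.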
HCV inhibitor: inhibitors of hepatitis C virus infection; Huh7.5.1 HCVcc-Cre infection, luciferase reporter, 44 h; Potency, µM (top dose mostly 41.8 µM), inactives show at the top dose activity change, negative = inhibition, usual class: inhibitors; hit rate 3.4% among 340,000; AID 651820; also: potency is read from the fitted curve at half-maximal effect
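HCVcc-Cre virus at an moi near 0.5 was added right after compound to cells cultured 4 h from seeding (1,000 cells/well). Luciferase activity was determined 44 h later, 15 min after substrate addition at RT.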
Sm TGR block: S. mansoni TGR enzyme inhibition. purified TGR, DTNB reduction, TNB absorbance 405 nm. Potency, µM (titrated, usually from 114 µM), inactives show at the top dose activity change, negative = inhibition, actives largely listed as inhibitors. hit rate 3% among 360,000. AID 485364; also: potency is read from the fitted curve at half-maximal effect; nearly all actives have a fitted effect of over 60% in size
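TGR 20 nM + NADPH 100 uM (dispensed conc.), cpd preinc 15 min RT; start with NADPH (500 uM addition) then DTNB (15 mM addition). Kinetic TNB absorbance, 405 nm filter. Four-parameter Hill fit across titration.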
HCMV antiviral: inhibitors of human cytomegalovirus | HFF cells, HCMV-luciferase reporter, 72 h; hits give low values | activity change, negative = inhibition, % at 57.5 µM | hit rate 4.5% among 410,000; in the data active = activity change below about -60%; inconclusive = no clear call, values can overlap the other calls; inactive = above about -39%
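Luciferase read-out from HCMV-luciferase-infected HFFs (MOI 1 PFU/cell) 72 h post infection at 37C; compounds added after 16 h cell attachment; activity normalized between buffer-only basal and Salinomycin (10uM) inhibitor controls.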
FBPA Giardia inh: Giardia lamblia aldolase inhibition | A8B2U2 | purified Giardia FBPA | Potency, µM (titrated, usually from 59.6 µM), inactives show at the top dose activity, negative = inhibition, usual class: inhibitors | hit rate 0.71% among 290,000 | AID 2451; also: potency is read from the fitted curve at half-maximal effect; nearly all actives have a fitted effect of over 55% in size
Target sequence (A8B2U2 whole entry, looked up): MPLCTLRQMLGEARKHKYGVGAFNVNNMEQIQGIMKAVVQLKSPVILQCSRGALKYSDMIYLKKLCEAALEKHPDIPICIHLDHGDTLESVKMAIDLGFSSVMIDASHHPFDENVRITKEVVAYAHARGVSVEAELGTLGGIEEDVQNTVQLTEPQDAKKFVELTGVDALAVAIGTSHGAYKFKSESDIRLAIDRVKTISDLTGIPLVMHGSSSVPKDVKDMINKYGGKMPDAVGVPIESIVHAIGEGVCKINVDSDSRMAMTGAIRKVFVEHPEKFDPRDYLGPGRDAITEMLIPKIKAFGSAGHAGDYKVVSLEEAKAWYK
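Giardia FBPA (40 nM reagent) was preincubated 10 min at RT with compound (up to 57.5 uM final), then substrate plus GAPDH/TPI/NAD/arsenate coupling system with diaphorase/resazurin was added; resorufin fluorescence (525/598 nm) was read after 20 min.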
* hit, by the source's call; [ ] = remark or other dose. Unless noted, calls follow the shape of the dose curve; as a rule, active = well fitted curve in the direction sought with a large enough effect; inconclusive = small, poorly fitted or top-dose-only effect, or another doubt; inactive = no such curve, though single readings can be large; an effect the other way counts as inactive or inconclusive. Unless noted, % is scaled to controls: 0 for no effect and ±100 for the full control effect.

`CC(C)Oc1ccc(/C=C(\NC(=O)/C=C/c2ccco2)C(=O)NCCc2nc3ccccc3[nH]2)cc1` gave AmpC detergent 2%, AMA1-RON2 inh 1%, HCV inhibitor inconclusive, Sm TGR block inconclusive, HCMV antiviral -19 and FBPA Giardia inh -1%.
For C/C(=N\Nc1nncc2ccccc12)c1ccc(Cl)c([N+](=O)[O-])c1 the results were AmpC detergent 2%, AMA1-RON2 inh 0%, HCV inhibitor -30%, Sm TGR block -10%, HCMV antiviral 35 and FBPA Giardia inh -4%.
O=C(O)c1ccc(/C=C2\SC(=S)N(NC(=O)c3ccc(Br)cc3)C2=O)cc1 was read as AmpC detergent 2%, AMA1-RON2 inh -7%, HCV inhibitor 24%, Sm TGR block -8%, HCMV antiviral -6 and FBPA Giardia inh inconclusive.
`O=C(c1ccco1)c1cn[nH]c1-c1ccc(Cl)cc1O` gave AmpC detergent -13%, AMA1-RON2 inh 88%[activator], HCV inhibitor -5%, Sm TGR block 0%, HCMV antiviral inconclusive and FBPA Giardia inh inconclusive.
`Cc1ccc(S(=O)(=O)CCc2ccncc2)cc1` gave AmpC detergent 2%, AMA1-RON2 inh 1%, HCV inhibitor -4%, Sm TGR block -2%, HCMV antiviral -13 and FBPA Giardia inh inconclusive.
`Cc1ccccc1CNC(=O)Nc1ccc(Cl)cc1` gave AmpC detergent 0%, AMA1-RON2 inh 10%, HCV inhibitor -20%, Sm TGR block -19%, HCMV antiviral -28 and FBPA Giardia inh -4%.
`CC(=O)c1ccc(NS(=O)(=O)c2ccc(CC(C)C)cc2)cc1` gave AmpC detergent 0%, AMA1-RON2 inh -2%, HCV inhibitor -24%, Sm TGR block 13%, HCMV antiviral -32 and FBPA Giardia inh 20%.
For CCOC(=O)C1CCCN(C(=O)c2ccc(Cl)c(S(=O)(=O)N3CCc4ccccc43)c2)C1 (configuration not stated) the results were AMA1-RON2 inh 7%, HCV inhibitor inconclusive and HCMV antiviral -15.
CCOC(=O)c1c(C)[nH]c(C(=O)CSc2nnc(CC(C)c3ccccc3)o2)c1C (configuration not stated) was read as AmpC detergent inconclusive, AMA1-RON2 inh 28%, HCV inhibitor inconclusive, Sm TGR block -14%, HCMV antiviral -27 and FBPA Giardia inh -2%.
For Cc1ccc(CNC(=O)C2CCN(C(=O)N3CC(C)Oc4ccc(Cl)cc43)CC2)cc1 (configuration not stated) the results were AmpC detergent 9%, Sm TGR block 4% and HCMV antiviral 1.
CCc1ccc(NC(=O)c2sc3nc(C)c(Cl)c(C)c3c2NC(=O)c2ccccc2OC)cc1 was read as AmpC detergent -2%, Sm TGR block -8% and HCMV antiviral -10.
`O=C(COc1ccccc1[N+](=O)[O-])N1CCCc2ccccc21` gave AmpC detergent 4%, AMA1-RON2 inh -10%, HCV inhibitor -19%, Sm TGR block 0%, HCMV antiviral 31 and FBPA Giardia inh -17%.
COc1cc(OC)c(OC)cc1CNCCSc1nnnn1C was read as AmpC detergent 7%, AMA1-RON2 inh 5%, HCV inhibitor 13%, HCMV antiviral -22 and FBPA Giardia inh -23%.
CC(OC(=O)c1ccc2c(=O)n3c(nc2c1)CCC3)C(N)=O (configuration not stated) was read as AmpC detergent -1%, AMA1-RON2 inh 24%, HCV inhibitor 3%, Sm TGR block -2%, HCMV antiviral -10 and FBPA Giardia inh 9%.
Screening Cc1nnc(NC(=O)c2cccc(S(=O)(=O)N(C)c3cccc(Cl)c3)c2)s1 returned AmpC detergent 0%, AMA1-RON2 inh 30%, HCV inhibitor 5%, Sm TGR block -2% and HCMV antiviral -11.
Screening CCCNC(=O)COC(=O)c1cc(-c2ccc(OC)cc2)nc2ccccc12 returned AmpC detergent 1%, AMA1-RON2 inh 23%, HCV inhibitor -7%, Sm TGR block -1%, HCMV antiviral 12 and FBPA Giardia inh 2%.
Screening N=c1c(C(=O)NCC2CCCO2)cc2c(=O)n3ccccc3nc2n1C1CCCC1 (configuration not stated) returned AmpC detergent inconclusive, AMA1-RON2 inh 6%, HCV inhibitor -24%, Sm TGR block 2%, HCMV antiviral 5 and FBPA Giardia inh 12%.
Screening Cc1sc2ncn(CC(=O)NCCCC(=O)N3CCN(c4ncccn4)CC3)c(=O)c2c1C returned AmpC detergent 2%, AMA1-RON2 inh -8%, HCV inhibitor -5%, Sm TGR block 0%, HCMV antiviral -10 and FBPA Giardia inh 1%.
For C=CCn1c(SCC(=O)N(CCOC)c2c(N)n(CC(C)C)c(=O)[nH]c2=O)nc2ccccc21 the results were AmpC detergent -7%, AMA1-RON2 inh 4%, HCV inhibitor 3%, Sm TGR block -2% and HCMV antiviral -30.
For O=C(CN1C(=O)S/C(=C/c2ccc(N3CCOCC3)cc2)C1=O)N1CCOCC1 the results were AmpC detergent -7%, AMA1-RON2 inh 8%, HCV inhibitor -1%, Sm TGR block 0%, HCMV antiviral 15 and FBPA Giardia inh 4%.
Cc1cccc(NS(=O)(=O)c2ccc(Br)s2)n1 was read as AmpC detergent -12%, AMA1-RON2 inh -1%, HCV inhibitor 14%, Sm TGR block -10%, HCMV antiviral 28 and FBPA Giardia inh -4%.
`Nc1ccc(-c2nc3c(Cl)cc(N)cc3[nH]2)cc1` gave AmpC detergent 0%, AMA1-RON2 inh -16%, HCV inhibitor inconclusive, Sm TGR block 6%, HCMV antiviral inconclusive and FBPA Giardia inh -17%.
For CN(Cc1ccccc1)C(=O)c1cccc(NC(=O)Cc2ccc(NC(=O)C3CCCN(C(=O)C4CCCC4)C3)cc2)c1 (configuration not stated) the results were AMA1-RON2 inh -3%, HCV inhibitor -11%[8.37 µM] and HCMV antiviral -9.
`c1ccc(-n2nnnc2-n2nnc3ccccc32)cc1` gave AmpC detergent 13%, AMA1-RON2 inh 8%, HCV inhibitor 5%, Sm TGR block 10%, HCMV antiviral -20 and FBPA Giardia inh -1%.
`CCN(CC)C(=O)[C@H]1CC(CC(=O)NCCN2CCOCC2)C(=O)N2CCc3c([nH]c4ccccc34)[C@]12C` (some centres not stated) gave AMA1-RON2 inh -1%, HCV inhibitor 6% and HCMV antiviral -26.
Screening Oc1ccccc1CN(Cc1ccco1)CC(O)COCc1ccc(Cl)cc1 (configuration not stated) returned AmpC detergent inconclusive, AMA1-RON2 inh -5%[11.6 µM], HCV inhibitor inconclusive, Sm TGR block -16%, HCMV antiviral inconclusive and FBPA Giardia inh 1%.
For CCC1(C)Cc2c(sc3nnn(CC(=O)Nc4ccccc4C)c(=O)c23)CO1 (configuration not stated) the results were AmpC detergent -10%, AMA1-RON2 inh 5%, Sm TGR block 2%, HCMV antiviral -14 and FBPA Giardia inh -2%.
Fc1ccc(N/N=C/c2ccc(N3CCOCC3)cc2)c(F)c1 was read as AmpC detergent 2%, AMA1-RON2 inh -16%, HCV inhibitor inconclusive, Sm TGR block inconclusive, HCMV antiviral -12 and FBPA Giardia inh -6%.
Cc1ccc2c(c1)N(CC(=O)N1CCC(C)CC1)C(=O)c1cccnc1O2 was read as AmpC detergent -6%, AMA1-RON2 inh 0%, HCV inhibitor 2%, Sm TGR block -14%, HCMV antiviral -17 and FBPA Giardia inh 3%.
Screening COc1cccc(NC(=O)CN(C)C(=O)c2ccccc2OCC(=O)Nc2cccc(C(F)(F)F)c2)c1 returned AmpC detergent inconclusive, AMA1-RON2 inh 22%, HCV inhibitor -23%[8.37 µM], Sm TGR block -11% and HCMV antiviral -37.

Two compounds drawn at random from those above:
Screening Oc1ccccc1CN(Cc1ccco1)CC(O)COCc1ccc(Cl)cc1 (configuration not stated) returned AmpC detergent inconclusive, AMA1-RON2 inh -5%[11.6 µM], HCV inhibitor inconclusive, Sm TGR block -16%, HCMV antiviral inconclusive and FBPA Giardia inh 1%.
For CCC1(C)Cc2c(sc3nnn(CC(=O)Nc4ccccc4C)c(=O)c23)CO1 (configuration not stated) the results were AmpC detergent -10%, AMA1-RON2 inh 5%, Sm TGR block 2%, HCMV antiviral -14 and FBPA Giardia inh -2%.

The listing continues:
For CN(C)CCCn1c(SCCN2C(=O)c3ccccc3C2=O)nc2ccccc2c1=O the results were AmpC detergent 0%, AMA1-RON2 inh 4%, HCV inhibitor 1%, Sm TGR block inconclusive, HCMV antiviral 14 and FBPA Giardia inh 3%.
For COc1ccc(Cl)cc1NC(=O)CC1CCCC1 the results were AmpC detergent -7%, AMA1-RON2 inh 26%, HCV inhibitor inconclusive, Sm TGR block -11%, HCMV antiviral inconclusive and FBPA Giardia inh -6%.
For COCCn1c(C)cc(C(=O)COC(=O)c2cc3c(s2)CCC3)c1C the results were AmpC detergent -11%, AMA1-RON2 inh -15%, HCV inhibitor 13%, Sm TGR block -28%, HCMV antiviral 0 and FBPA Giardia inh 6%.
CCOc1ccc(/C=C2\SC(=S)N(NC(=O)c3ccncc3)C2=O)cc1OC was read as AmpC detergent 2%, AMA1-RON2 inh -1%, HCV inhibitor -15%, Sm TGR block 5%, HCMV antiviral -28 and FBPA Giardia inh -16%.
For Cc1cccc(N2CCN(C(=O)c3cccc(N4CCCC4=O)c3)CC2)c1C the results were AmpC detergent 0%, AMA1-RON2 inh -8%, HCV inhibitor inconclusive, Sm TGR block -5% and HCMV antiviral 7.
For CC1(C)Cc2cccc(OCC(=O)Nc3cc(S(C)(=O)=O)ccc3Cl)c2O1 the results were AmpC detergent 3%, AMA1-RON2 inh 11%, HCV inhibitor inconclusive, Sm TGR block -14% and HCMV antiviral 0.
`CCC(C)c1ccccc1NC(=O)C(C)NCCN(C)C` (configuration not stated) gave AmpC detergent 8%, AMA1-RON2 inh 1%, HCV inhibitor 11%, Sm TGR block 40µM*, HCMV antiviral -37 and FBPA Giardia inh inconclusive.
COC(=O)c1c(NC(=O)COc2ncnc3ccccc23)sc(C)c1C was read as AmpC detergent -11%, AMA1-RON2 inh -12%, HCV inhibitor inconclusive, Sm TGR block -9%, HCMV antiviral 9 and FBPA Giardia inh 6%.
`CCOC(=O)C1(CCOC)CCN(C(=O)c2ccc(CSC)o2)CC1` gave AmpC detergent 7%, AMA1-RON2 inh -10%, HCV inhibitor -7%, Sm TGR block inconclusive and HCMV antiviral 46.
For Cc1ccc(-n2c(C)c(C)c3c(N)ncnc32)cc1 the results were AmpC detergent -4%, AMA1-RON2 inh 0%, HCV inhibitor -15%, Sm TGR block 5%, HCMV antiviral 20 and FBPA Giardia inh 6%.
For Cc1c(C(=O)N2CCC(C(N)=O)CC2)oc2ccc(Br)cc12 the results were AmpC detergent inconclusive, AMA1-RON2 inh 4%, HCV inhibitor 3%, Sm TGR block 0% and HCMV antiviral 25.
`O=C(Nc1ccc(F)cc1)c1sc(Cl)nc1-c1ccccc1` gave AmpC detergent inconclusive, AMA1-RON2 inh 19%, HCV inhibitor -10%, Sm TGR block -8%, HCMV antiviral -5 and FBPA Giardia inh -4%.
CCCc1cc(C(=O)NCc2ccc(OC)cc2)no1 was read as AmpC detergent 2%, AMA1-RON2 inh 4%, HCV inhibitor 0%, Sm TGR block 12%, HCMV antiviral 27 and FBPA Giardia inh -1%.
COc1cc(CN2CCCCCC2)cc(OC)c1OC was read as AmpC detergent -13%, AMA1-RON2 inh -7%, HCV inhibitor 11%, Sm TGR block -5%, HCMV antiviral 12 and FBPA Giardia inh inconclusive.
`O=C(OCc1nnc(-c2ccccc2)o1)c1ccccc1` gave AmpC detergent -3%, AMA1-RON2 inh 12%, HCV inhibitor 29%, Sm TGR block 1%, HCMV antiviral -6 and FBPA Giardia inh 3%.

Assay outcomes: PubChem BioAssay, National Center for Advancing Translational Sciences (NCATS)
